TRb-SRC2 inh: TRbeta-SRC2 interaction inhibition. P10828. TRbeta-SRC2 peptide binding, fluorescence polarization; receptor liganded with 1 µM T3. Potency, µM (doses to about 106 µM), for the others: top-dose activity change, negative = inhibition, most hits filed as inhibitors. hit rate 0.065% among 280,000;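 note: plate controls were bound peptide for no effect and peptide without receptor for full effect; nearly all actives have a fitted effect of over 50% in size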
Target sequence (P10828 whole entry, looked up): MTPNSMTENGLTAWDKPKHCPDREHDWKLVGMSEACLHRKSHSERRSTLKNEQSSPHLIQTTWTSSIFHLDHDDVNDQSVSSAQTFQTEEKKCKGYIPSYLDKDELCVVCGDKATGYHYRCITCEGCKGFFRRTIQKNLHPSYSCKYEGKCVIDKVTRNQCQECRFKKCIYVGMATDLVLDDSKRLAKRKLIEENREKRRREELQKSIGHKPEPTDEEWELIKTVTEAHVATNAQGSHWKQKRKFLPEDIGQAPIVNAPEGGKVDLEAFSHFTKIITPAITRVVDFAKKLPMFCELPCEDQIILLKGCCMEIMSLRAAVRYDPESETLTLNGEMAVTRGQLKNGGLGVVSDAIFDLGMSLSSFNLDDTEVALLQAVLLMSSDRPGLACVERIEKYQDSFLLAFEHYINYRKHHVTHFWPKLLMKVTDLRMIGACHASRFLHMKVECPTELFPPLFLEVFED
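TRb LBD 0.6 uM + Texas Red SRC2 peptide 20 nM, 1 uM T3, Tris buffer w/ 5% DMSO; compound pinned, 5 h RT; FP read ex 555/em 632; normalized to unbound and bound controls.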
L3MBTL1 inh: L3MBTL1 (human) inhibition | AID 485360 | Potency, µM (series often up to 57.1 µM), inactives show top-dose activity, negative = inhibition, hits mostly inhibitors | hit rate 0.66% among 230,000 | AlphaScreen L3MBTL1–H3K9me1 peptide binding | Q9Y468; note: % is set by controls: 0 for no effect and ±100 for the full control effect; nearly all actives have a fitted effect of over 60% in size
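First, the protein-peptide complex forms for 30 min at room temperature (L3MBTL1 50 nM, biotinylated H3K9me1 peptide 75 nM). Next, compounds are pin-transferred and incubated 30 min. Finally, AlphaScreen beads are added and read after 30 min.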
Tau FP inhib: tau fibrillization inhibition (FP); P10636; K18 P301L tau heparin fibrillization, Alexa594 FP, 6 h; Potency, µM (top dose mostly 57.7 µM), without a hit: at the top dose activity, negative = inhibition, usual class: inhibitors; hit rate 0.39% among 280,000; note: % is set by controls: 0 for no effect and ±100 for the full control effect; nearly all actives have a fitted effect of over 55% in size
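Human tau K18 […] P301L fragment, 15 uM unlabeled plus 0.24 uM Alexa 594-labeled tau (final), with compound and 20 uM heparin in 100 mM sodium acetate pH 7; 6 hr at 37 C, then Alexa 594 FP read.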
Tau fluor cs: counter-screen for tau fibril formation inhibitors; Potency, µM (top dose mostly 57.7 µM), inactives show top-dose activity change, negative = decrease; tau K18 P301L Alexa594 fluorescence, heparin fibrillization; hit rate 0.93% among 280,000; note: % is set by controls: 0 for no effect and ±100 for the full control effect; nearly all actives have a fitted effect of over 55% in size
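Human K18 P301L tau (15 uM unlabeled plus 0.24 uM Alexa 594-labeled, final) in 100 mM sodium acetate pH 7 was mixed with compound and 20 uM heparin and incubated 6 hr at 37 C.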
HTT ATP protect: Huntington cell model cytoprotection by ATP luminescence | hit rate 0.14% among 230,000 | PC12 HTT-Q103 induced, cytoprotection, ATP luminescence, 40 h | AID 1471 | Potency, µM (titrated, usually from 56.4 µM), without a hit: cytoprotection (ATP increase), hits mostly activators;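 note: % of control where 0% means no effect; nearly all actives have a fitted effect of over 45% in size; toxic huntingtin expression switched on by the ecdysone agonist tebufenozide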
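Rat PC12, Q103 Htt exon1-GFP fusion, ecdysone promoter; tebufenozide inducer 100 nM final; compound titration; qHTS, 1500 cells/well; ATPlite luminescent read.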
Tau fibril ThT: blocks human tau fibril formation measured by thioflavin T | Potency, µM (series often up to 57.4 µM), for the others: top-dose activity, negative = inhibition, actives largely listed as inhibitors | hit rate 2.1% among 270,000 | P10636 | recombinant tau K18 P301L (four-repeat tau fragment), heparin-induced fibrillization, ThT fluorescence | AID 1460; note: % is set by controls: 0 for no effect and ±100 for the full control effect; nearly all actives have a fitted effect of over 55% in size
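Aggregation was driven by heparin (20 uM final) acting on recombinant tau […] bearing P301L in 100 mM sodium acetate pH 7; fibrils were detected with Thioflavin T.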
TexasRed fluor: Texas Red fluorescence interference in TRb-SRC2 counter-screen | TRb/SRC2 Texas Red total fluorescence interference | Potency, µM (series often up to 106 µM), without a hit: at the top dose fluorescence change, negative = quenching | hit rate 0.29% among 280,000 | AID 1479; active = well fitted curve in either direction with a large enough effect; inconclusive = small, poorly fitted or top-dose-only effect; note: % is set by controls: 0 for no effect and ±100 for the full control effect
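Flags fluorescent or light-absorbing compounds by total fluorescence, S + 2P, at 555 nm excitation and 632 nm emission. Mixture: 20 nM Texas Red SRC2 peptide, 0.6 uM human TRb LBD, 1 uM T3, 5% DMSO; compound exposure 5 h at ambient temperature.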
RECQ1 helicase: inhibitors of human RECQ1 DNA helicase; RECQ1 DNA unwinding, red fluorescence kinetic read; Potency, µM (top dose mostly 57.3 µM), inactives show at the top dose activity, negative = inhibition, hits mostly inhibitors; AID 2549; P46063; hit rate 0.54% among 240,000;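 note: plate controls were vehicle for no effect and no enzyme for full effect; nearly all actives have a fitted effect of over 30% in size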
Target sequence (P46063 whole entry, looked up): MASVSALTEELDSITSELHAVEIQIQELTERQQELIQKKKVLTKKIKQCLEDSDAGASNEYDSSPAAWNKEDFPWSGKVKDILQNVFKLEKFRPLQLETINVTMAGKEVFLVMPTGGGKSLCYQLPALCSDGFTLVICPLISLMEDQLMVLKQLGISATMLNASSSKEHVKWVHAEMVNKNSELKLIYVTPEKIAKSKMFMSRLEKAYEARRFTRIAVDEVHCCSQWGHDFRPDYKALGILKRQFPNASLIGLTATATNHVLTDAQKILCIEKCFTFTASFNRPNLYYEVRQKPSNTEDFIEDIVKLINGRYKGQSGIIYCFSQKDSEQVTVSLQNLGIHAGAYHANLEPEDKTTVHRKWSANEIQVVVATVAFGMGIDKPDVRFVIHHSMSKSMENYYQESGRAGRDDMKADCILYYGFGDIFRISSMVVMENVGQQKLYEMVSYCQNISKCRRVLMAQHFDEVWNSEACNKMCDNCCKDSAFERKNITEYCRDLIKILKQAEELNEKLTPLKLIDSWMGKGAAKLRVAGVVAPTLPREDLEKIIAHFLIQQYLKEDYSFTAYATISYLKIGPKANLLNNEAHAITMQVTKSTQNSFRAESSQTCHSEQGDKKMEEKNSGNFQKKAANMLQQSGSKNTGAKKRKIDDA
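RECQ1T1 50 nM; forked duplex (20 bp + 30-nt ss tails) 200 nM, ATP 2 mM final; pH 8.0, 2 mM MgCl2, 2.5 ug/ml poly(dI-dC); 15 min compound preincubation; discontinuous kinetic read over 2 h at RT.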
Numbers without * were called inactive; i = inactive; ? = inconclusive; · = not tested or not shown; & = joins results of further samples; [ ] = dose if it differs, or a comment. Unless noted, calls come from the whole dose curve; as a rule, active = well fitted curve in the direction sought with a large enough effect; inconclusive = small, poorly fitted or top-dose-only effect, or another doubt; inactive = no such curve, though single readings can be large; an effect the other way counts as inactive or inconclusive. Potency is the fitted concentration of half-maximal effect. Not all compounds are listed (hit frequency here may not be typical).

SMILES | TRb-SRC2 inh | L3MBTL1 inh | Tau FP inhib | Tau fluor cs | HTT ATP protect | Tau fibril ThT | TexasRed fluor | RECQ1 helicase
COc1ccccc1OCC(=O)N1CC2(C)CC1CC(C)(C)C2 (configuration not stated) | -8% | · | 3% | -6% | 2% | -14% | 2% | 11%
Cn1cc([N+](=O)[O-])c(C(=O)NNC(=O)c2ccc([N+](=O)[O-])cc2Cl)n1 | 2% | 13% | 2% | 0% | 1% | 3% | 1% | i
c1ccc(CC2CCN(Cc3nc(-c4ccccc4)no3)CC2)cc1 | 0% | 5% | -5% | -12% | -5%[0.074 µM] | -15% | 1% | -1%
COc1cc(-c2nnc(SCC(=O)N(C)C3CCS(=O)(=O)C3)o2)cc(OC)c1OC (configuration not stated) | -8% | -6% | 10% | 3% | -9%[10 µM] | 2% | -6% | 4%
COc1ccc(C(C(=O)NC2CCCC2)N(C(=O)c2snc(-c3ccc(F)cc3)c2N)c2ccccc2)cc1 (configuration not stated) | -10% | -2% | -2% | -2% | -22% | 1% | 1% | -7%
Cc1ccc(S(=O)(=O)N(C)c2ccc(OCC(=O)OCc3c(C)noc3C)cc2)cc1 | 6% | -2% | 13% | -15% | -11%[4.97 µM] | -13% | -2% | -7%
CCOC(=O)c1ccc(N2C(=O)CC(N3CCC(Nc4ccc(F)cc4)CC3)C2=O)cc1 (configuration not stated) | -1% | · | 8% | -24% | -17% | ? | -4% | i
COc1ccc(C2=CC(=O)C=CC2=O)cc1 | 0% | · | 35µM* | ? | -12%[10 µM] | 14µM* | -2% | 2%
Cn1c(C(=O)N2CCCC(C(=O)NCc3ccc4c(c3)OCO4)C2)cc2sccc21 (configuration not stated) | 3% | · | 4% | -12% | 17% | -10% | 2% | -6%
COCCOC(=O)c1c(C)oc2ccc(OC(=O)c3ccco3)cc12 | -4% | 17% | 1% | -12% | · | -7% | 0% | 0%
N[C@@H]1CCN(O)C1=O | -7%&-10% | · | 4% | -8% | -29% | -18% | 2%&-2% | -2%&-1%
O=C(COc1ccc(Cl)cc1Cl)Nc1nc2n(n1)C(c1ccccc1)CC(=O)N2 (configuration not stated) | -7% | 0% | -4% | -4% | -16%[0.074 µM] | -3% | -3% | -15%
CN(CC(O)CN)CC(O)CN1CCCCC1 (configuration not stated) | 0% | · | -6% | -4% | -8% | -3% | 3% | 6%
CC1CCc2c(sc3ncn(N)c(=N)c23)C1 (configuration not stated) | -2% | 4% | 14% | -6% | 11%[10 µM] | -11% | -3% | -16%
O=S(=O)(Nc1cccc(-c2cn3cccnc3n2)c1)c1ccc(-c2ccccc2)cc1 | 8% | -3% | ? | ? | -58%[inhibitor] | 4% | -3% | i
Cc1cc(C)n(-c2nc3ccccc3nc2N2CCN(c3cccc(C)c3C)CC2)n1 | 6% | · | -4% | -17% | · | ? | 0% | ·
O=C(NCCc1ccc(Cl)cc1)c1ccc2c(c1)N(Cc1ccccc1)C(=O)CS2 | -4% | · | -5% | ? | · | -3% | -1% | ·
Cc1onc(-c2ccccc2)c1C(=O)Nc1ccc2c(C)cc(=O)oc2c1 | -2% | -7% | -4% | -8% | -4%[10 µM] | -10% | -6% | -7%
Cc1ccc2c(c1)NC(=O)C(N1CCOCC1)(C(F)(F)F)O2 (configuration not stated) | -6% | 1% | 5% | -17% | 7% | -14% | -1% | 9%
COc1ccc2c(c1)cc1c(=O)n(CC(=O)NCCCOC(C)C)nc(C)n12 | 1% | · | 0% | -19% | · | -19% | ? | ·
Cc1cccc(CSc2nc(N)c(C#N)c(-c3cccs3)c2C#N)c1 | 3% | 21% | ? | ? | -15%[10 µM] | -3% | -2% | -10%
COc1ccccc1N1CCN(C(=O)c2c3c(nc4ccccc24)C(=O)N(C2CCCCC2)C3)CC1 | -3% | · | -1% | 2% | · | -4% | -2% | ·
CNC(=S)N/N=C/c1ccc(N(C)C)cc1 | 0% | -11% | 5% | -20% | 14%[10 µM] | ? | -4% | -13%
CCC(=O)N1CCN(c2ccccc2NC(=O)COc2cc(C)ccc2C(C)C)CC1 | 8% | 42%[activator][11.4 µM] | 6% | 5% | 7% | -9% | -1% | -6%
CCCCn1c(SCC(=O)NCc2ccco2)nc2cc(S(N)(=O)=O)ccc21 | -3% | · | 2% | 7% | -12% | 2% | -4% | -1%

Among those listed so far, these have an aryl thioether with sulfur outside any ring:
SMILES | TRb-SRC2 inh | L3MBTL1 inh | Tau FP inhib | Tau fluor cs | HTT ATP protect | Tau fibril ThT | TexasRed fluor | RECQ1 helicase
COc1cc(-c2nnc(SCC(=O)N(C)C3CCS(=O)(=O)C3)o2)cc(OC)c1OC (configuration not stated) | -8% | -6% | 10% | 3% | -9%[10 µM] | 2% | -6% | 4%
Cc1cccc(CSc2nc(N)c(C#N)c(-c3cccs3)c2C#N)c1 | 3% | 21% | ? | ? | -15%[10 µM] | -3% | -2% | -10%
CCCCn1c(SCC(=O)NCc2ccco2)nc2cc(S(N)(=O)=O)ccc21 | -3% | · | 2% | 7% | -12% | 2% | -4% | -1%

(more compounds)
SMILES | TRb-SRC2 inh | L3MBTL1 inh | Tau FP inhib | Tau fluor cs | HTT ATP protect | Tau fibril ThT | TexasRed fluor | RECQ1 helicase
Cc1ccsc1C(=O)N/N=C/C=C/c1ccccc1[N+](=O)[O-] | 1% | · | 3% | -11% | 9% | ? | 0% | i
CS(=O)(=O)c1cccc(C(=O)NCc2ccc(F)cc2)c1 | -7% | · | -6% | -13% | 3% | -11% | -1% | i
CCOC(=O)C1=C(C)NC(=O)C1CC(=O)O (configuration not stated) | -1% | 6% | -12% | -6% | -14%[10 µM] | ? | 10% | -9%
C=CCn1c(CNC(=O)c2cccs2)nnc1SCC(=O)c1ccc(Br)cc1 | 5% | -5% | 11% | -3% | -18% | -1% | -1% | -7%
COc1cc(C(C(=O)NC(C)(C)C)N(C(=O)CNC(=O)c2cccs2)c2ccccc2)cc(OC)c1OC (configuration not stated) | 3% | 5% | -6% | -18% | 5%[10 µM] | -17% | -6% | 2%
CCC(C)NS(=O)(=O)c1ccc(OCC(=O)NCC2CCCO2)cc1 (configuration not stated) | -6% | 4% | 0% | -3% | 9% | -3% | -4% | 6%
O=Cc1c(N2CCC3(CC2)OCCO3)nc2ccccn2c1=O | -9% | 0% | -3% | -4% | 16%[10 µM] | -6% | -2% | -5%
COc1ccc(C(=O)N2c3ccc(F)cc3CCC2C)cc1OC (configuration not stated) | -2% | · | -11% | -3% | -9%[0.074 µM] | -2% | 0% | -19%
COc1cc(/C=N/Nc2snc(SC)c2C#N)cc(OC)c1OC | 8% | -6% | 9% | ? | -58%[inhibitor] | -20% | 0% | -5%
COc1ccc(-c2c3c(=O)n(C)c(=O)n(C)c3cn2-c2cc(OC)ccc2OC)cc1 | -3% | -13% | 7% | -9% | -33%[0.074 µM] | -12% | -3% | -4%
Cc1ccc(Cl)cc1Nc1nn2c(=O)c3ccc(C(=O)NC4CCC(C)CC4)cc3nc2s1 (configuration not stated) | -11% | · | -9% | -4% | · | 3% | 1% | ·
Cc1cc(-c2c(C)[nH]n(-c3ccccc3)c2=O)n(-c2ccccc2)n1 | -18% | 0% | 10% | 2% | -4% | -6% | -4% | i
CCOC(=O)c1sc2ccccc2c1S(=O)(=O)Nc1ccc(N(C)C)cc1 | -8% | · | 16% | ? | · | ? | 0% | ·
CCn1c(COc2cccc(C)c2)nnc1SCC(=O)N1CCCC1 | -8% | 48%[activator] | -9% | -2% | 11%[10 µM] | 2% | -6% | i
O=C(CSCc1ccc(F)cc1)N1CCN(c2ccc(Cl)cc2)CC1 | -3% | · | 8% | -21% | · | ? | -2% | ·
CCCc1nnc(NC(=O)CCC(=O)N2CCN(c3ccccn3)CC2)s1 | -2% | 1% | -3% | -1% | -8% | -9% | 0% | -3%
Cc1cc(N2CCN(Cc3cn(C)nc3-c3ccccc3F)CC2)cc(C)n1 | 1% | 5% | -2% | -2% | -24%[10 µM] | -3% | -5% | 0%
Fc1ccccc1CSc1nc2ncccc2[nH]1 | -19% | 6% | 5% | 3% | -1%[10 µM] | 2% | 2% | -12%
Cc1ccc(-c2cc(C(=O)NCc3ccccn3)no2)cc1 | -20% | 2% | 6% | -11% | 7%[10 µM] | -5% | 1% | -15%
COc1ccc(C(=O)Nc2cc(-c3nc4ncccc4o3)ccc2C)cc1Br | 3% | · | -8% | -20% | · | -14% | -15% | ·
CCCCN(C)CCNC(=O)c1nn(-c2ccc(OC)c(Cl)c2)c(=O)c2c1c1ccccc1n2C | -9% | · | ? | ? | · | -4% | -2% | ·
Cc1cc(N2C(=O)CC(Cc3ccc(Cl)cc3)C2=O)no1 (configuration not stated) | -6% | 2% | -3% | -4% | 10% | -10% | -1% | -7%
CCOC1(/N=C(\C)NS(=O)(=O)c2ccc(Cl)cc2)C(C)=CC(=O)C=C1C | 8% | 12% | 5% | 2% | -3% | 3% | -1% | 19%
COc1ccc(OC)c(S(=O)(=O)Nc2ccc(OCC(=O)O)cc2)c1 | -6% | · | -2% | -2% | 4% | -8% | -1% | -1%
COc1ccc(-n2c(SCC(=O)Nc3ccc(Br)cc3)nc(O)cc2=O)cc1 | 0% | · | 0% | -7% | 9%[10 µM] | · | 3% | -12%
Cc1ccc2nc(SCC(=O)N3CCN(c4ccccc4)CC3)[nH]c2c1 | -6% | · | 8% | -11% | 9%[10 µM] | · | -1% | 15%
O=C(NCc1ccco1)C1(c2ccc(Cl)cc2)CCCC1 | -12% | · | -7% | -17% | 18% | -12% | -3% | -11%
Cc1cc(N2C(=O)C(=O)/C(=C(/O)c3ccc(F)cc3)C2c2ccc(Cl)cc2)no1 (configuration not stated) | -1% | 4% | 4% | 4% | -23% | -1% | 0% | -15%
O=S(=O)(c1ccc(NC(=S)N/N=C/c2ccc(O)c(O)c2)cc1)N1CCOCC1 | -10% | ? | 2% | ? | 3%[10 µM] | ? | -5% | ?
CCC(=O)Nc1nnc(CCc2ccccc2)s1 | 1% | 22% | -14% | -6% | 10%[10 µM] | -1% | -4% | 2%

Compound activity deposited in PubChem by National Center for Advancing Translational Sciences (NCATS).
